b-catenin transl – modulators of beta-catenin nuclear translocation; 190,000 tested, 0.3% active; nuclear translocation activity, % at 5 µM; HeLa beta-catenin nuclear translocation, immunofluorescence imaging;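 active = nuclear translocation activity above 50% at 5 µM, with a well cell count of 50 or more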;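 also: per-cell ratio of nuclear to cytoplasmic median beta-catenin stain intensity; plate controls were DMSO negative control for no effect and GSK-3 inhibitor IX positive control for full effect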
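test system = HeLa cells, endogenous beta-catenin | dosing = single 5 µM dose plus 0.02–20 µM confirmation series | times = compound treatment 24 h, 37°C, 5% CO2 | technique = beta-catenin immunofluorescence imaging with DAPI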
Hep lipid drop – modulators of hepatic lipid droplet formation. AML12 mouse hepatocytes, oleate lipid droplets, BODIPY imaging. 240,000 tested, 0.4% active. inhibition, % at 6.5 µM;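 active = lipid droplet intensity inhibited by at least 50%, with more than 500 cells counted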
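Material: mouse AML12 hepatocyte cell line, fixed after treatment; Timing: compound with oleate, overnight; Technique: high-content imaging of BODIPY-stained droplets and DAPI nuclei; Probe or stimulus: oleate, 100 µM final; Dosing: compound at 6.5 µM only.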
T cell modulator – T cell immune modulation candidate; AID 2052; 2C CD8+ T cell-vesicle binding, flow cytometry; hits give low values; calls only at 7 µM; 330,000 tested, 0.068% active;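 active = response, share of CD8 T cells binding vesicles, and their 90th percentile fluorescence all below set limits, cut at about 80% in these data, passing the limit was not always enough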
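Material: murine 2C transgenic CD8+ T lymphocytes / Also added: QL9-peptide-loaded Drosophila micro-vesicles bearing Ld, ICAM-1 and B7-1 / Schedule: binding step 1.5 h, 37 °C, antibody labelling 20 min, ice / Signal: flow cytometry, PE anti-B7-1 (FL2) versus Alexa647 anti-CD8 (FL8), PFA-fixed / Evaluation: percent CD8+ FL2 mean versus row control / Benchmarks: naked versus QL9-loaded vesicles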
TNAP activators – human TNAP enzyme activators, primary screen, biochemical, luminescent, no phosphate acceptor, uHTS (AID 1001) | purified TNAP, luminescent activation assay, no phosphate acceptor; higher activation fold means a stronger effect | one-dose activation fold at 20 µM; EC50 in µM for titrated hits | 200,000 tested, 0.03% active; in the data active = activation fold from about 3, or a potency from the dose series; inactive = the rest, 99 in 100 with activation fold below about 1.6; also: many of its hits are not listed in these tables
MT stabilize HCS – stabilizes microtubules in HeLa cells; % tubulin-high responders, % at 10 µM; HeLa tubulin immunostaining HCS, 24 h; share of cells brighter than vehicle mean+2SD; 200,000 tested, 0.83% active;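 active = plate Z-score above 3 for both tubulin-high and condensed-nucleus cell shares, with cell loss under 80%, at 10 µM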;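 also: anti alpha tubulin signal scored within the nucleus-defined area of each cell; some results filed as inactive read as strong as hits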
PMI inhibitors – inhibitors of human PMI, primary screen, biochemical, fluorescence intensity, coupled assay (AID 1209). purified PMI enzyme, coupled fluorescence intensity; higher % means a stronger effect. inhibition, % at 20 µM; hits with a dose series show IC50 in µM. 190,000 tested, 0.42% active;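 also: plate controls were DMSO vehicle for no effect and wells lacking substrate for full effect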
Autophagy mod – alters autophagy in cells. 190,000 tested, 0.98% active. calls only at 10 µM (by protocol). MEF GFP-LC3 puncta imaging; test concentration mostly 10 µM;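 active = percentage of spot-positive cells more than 3 SD above its plate mean, without a fluorescence outlier flag or 80% toxicity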;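 also: spot-positive cell cutoff set from DMSO-treated cells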
human PMI inhibitors – human PMI inhibitors, high substrate, primary screen, biochemical, fluorescence intensity, high mannose 6-phosphate (AID 1220) | 190,000 tested, 0.66% active | inhibition, % at 20 µM; hits with a dose series show IC50 in µM | recombinant PMI enzyme, coupled fluorescence intensity; higher % means a stronger effect
Insulin prom up – MIN6 insulin promoter up-regulation; MIN6 insulin promoter-GFP reporter, high-content imaging; hits give high values; AID 1625; z-score at 5 µM; 190,000 tested, 0.3% active;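 active = z-score above 3 at 5 µM with at least 500 cells counted in the well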
Insulin prom up cell count – further read-out of Insulin prom up, marked with its call; cell count; measured here: cytotoxicity, nuclei count;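 total cells summed across four imaged fields per well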
Hep lipid drop cells 6.5 µM – recorded beside Hep lipid drop, whose call it bears; cell count; measured here: cell count, cytotoxicity flag;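 cells counted across two imaged fields per well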
b-catenin transl cell count 5 µM – also measured in b-catenin transl; calls as there; cell count; measured here: cell count, cytotoxicity flag
T cell modulator vesicle-bound % – also measured in T cell modulator; calls as there; double positive events, %; measured here: CD8+ vesicle-bound cell fraction;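 binding gate set so that unloaded-vesicle control wells show 10% double positive cells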
MT stabilize HCS Hoechst-high % – second read-out of MT stabilize HCS, no call of its own (marks repeat the call); % Hoechst-high responders; measured here: nuclear condensation Hoechst responders;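 share of cells brighter than vehicle mean plus two SD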
MT stabilize HCS cytotoxicity % – further read-out of MT stabilize HCS, marked with its call; toxicity, %; measured here: cytotoxicity by cell density;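 0% = mean cell density of plate MIN control wells and 100% = no cells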
Autophagy mod cell loss 18 h – further read-out of Autophagy mod, marked with its call; toxicity, %; measured here: cell loss, nuclei count;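 cell loss after 18 h compound exposure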
* = called active by the depositor; i = inactive; / = not tested or not shown. Rule as the data show it, unless noted: active = inhibition above about 50%; inactive = the rest.

Every second line gives: b-catenin transl	b-catenin transl cell count 5 µM	Hep lipid drop	Hep lipid drop cells 6.5 µM	T cell modulator	T cell modulator vesicle-bound %	TNAP activators	MT stabilize HCS	MT stabilize HCS Hoechst-high %	MT stabilize HCS cytotoxicity %	PMI inhibitors	Autophagy mod	Autophagy mod cell loss 18 h	human PMI inhibitors	Insulin prom up	Insulin prom up cell count
CC(=O)n1nc(-c2ccccc2)nc1NCc1cccs1
  -5.4	1118	1.5	642	i	21.6	0.6	0.9	0.9	0.6	3.4%	i	1.5	-2.3%	-0.43	1572
O=C(N/N=C\c1ccc(OC(=O)c2cccs2)cc1)c1ccc(Cl)cc1
  0.3	1137	14.5	637	i	15.0	0.8	3.9	3.6	10.4	11.3%	i	-8.3	-8.4%	0.21	1349
COCc1cc(=O)[nH]c(SCCS(=O)(=O)c2ccc(Cl)cc2Cl)n1
  -2.6	1165	10.3	709	i	49.6	/	/	/	/	/	/	/	/	-0.08	1371
C=CCN1C(=O)N(c2ccc(F)cc2)C(=O)C1CC(=O)Nc1ccc(Cl)cc1 (stereo not given)
  1.5	1243	22.1	687	i	27.3	/	/	/	/	/	/	/	/	-1.31	1093
Cc1nc2c(C)cccc2cc1C(=O)N/N=C/c1ccc(C(=O)O)cc1
  -0.8	1475	5.7	619	i	37.9	1.1	4.5	2.2	1.6	5.5%	i	-0.3	11.0%	0.12	1438
O=C(O)c1ccc2c(c1)nnn2C1CCCCC1
  1.9	1144	/	/	i	52.9	1.1	5.1	3.0	8.0	-5.1%	i	-10.4	4.6%	-0.18	1342
CCNC(=O)C(=O)c1c(-c2ccccc2)[nH]c2ccccc12
  -0.6	1058	0.9	670	i	45.5	1.1	2.1	1.6	2.9	-0.4%	i	2.1	-4.4%	0.05	1245
O=C(NCCOc1ccccc1)c1ccc2c(c1)OCO2
  -0.5	1084	-0.3	754	i	3.8	1.1	2.2	2.6	6.0	11.0%	i	-3.3	10.5%	-0.55	1274
Cc1c(C)n(C(=O)CSc2nncn2C)c2ccccc12
  -2.5	1225	-0.2	749	i	22.1	1	1.8	0.8	6.3	-10.8%	i	2.5	-4.8%	-0.6	831
COc1ccc2cc(-c3csc(-c4cccnc4)n3)ccc2c1
  -1.8	1206	-4.6	756	i	54.3	1	1.8	1.3	2.6	-12.5%	i	-1.8	-30.2%	/	/
CC(=O)c1cc(C#N)c(NCc2cc(-c3ccccc3)no2)nc1C
  4.4	1062	15.7	690	i	12.0	1.1	1.6	1.5	2.0	3.1%	i	20.2	12.7%	2	1180
Cc1cc(/C=N/NC(=O)c2ccccn2)c(C)n1-c1cccc([N+](=O)[O-])c1
  -1.2	938	-8.1	729	i	55.6	1.2	2.5	1.9	5.2	-16.1%	i	-7.6	-2.6%	-0.61	1073
COc1cccc(/C(O)=C2\C(=O)C(=O)N(c3ccccn3)C2c2ccccc2OC)c1 (stereo not given)
  -0.4	937	/	/	i	19.4	1	6.0	3.4	4.2	-3.3%	i	-7.1	-3.5%	0.13	1552
Cc1ccccc1CSCC(=O)c1c(N)n(C)c(=O)n(C)c1=O
  /	/	0.5	687	i	9.4	1.1	2.4	1.7	10.7	4.0%	i	-4.1	6.8%	0.34	1295
COc1cccc(C=N[C@@H](CO)[C@@H](O)c2ccc([N+](=O)[O-])cc2)c1O
  -0.3	1313	-10.7	808	i	35.7	/	/	/	/	/	/	/	/	0.56	955
c1ccc(CSc2nnc(Cc3ccccn3)o2)cc1
  -2.9	965	/	/	i	7.4	1	3.9	2.8	11.9	3.4%	i	-53.9	16.5%	0.83	1185
Cc1ccc(CC(=O)Nc2ccccc2-c2ccccc2)cc1C
  /	/	9.8	630	i	51.7	1.1	2.7	2.9	3.1	3.0%	i	11.3	10.0%	-0.4	1366
CC(C)CCNC(=O)C1CC(c2cccc(F)c2)=NO1 (stereo not given)
  -1.5	1253	25.2	725	i	29.5	/	/	/	/	/	/	/	/	0.09	1051
CC(/C=C/c1ccc2c(c1)OCO2)=N/NC(=O)c1cccnc1
  -1.8	1009	11.3	646	i	56.5	1.3	3.1	1.5	2.7	-2.1%	i	-1.6	-3.4%	0.34	1247
N/C(=N/OC(=O)c1ccccc1Cl)c1ncc([N+](=O)[O-])s1
  3.7	1210	5.4	693	i	28.4	/	/	/	/	/	/	/	/	-0.66	677
CC(C)C(O)C1CCN(Cc2nc(Cc3ccccc3Cl)no2)CC1 (stereo not given)
  2.8	1060	-8.2	595	i	58.3	1.1	1.7	1.7	0.7	4.4%	i	15.0	-5.8%	-0.44	1369
O=C(NC1CCCC1)C(c1c[nH]c2ccccc12)N(C(=O)Cn1nnc(-c2ccc(Cl)cc2)n1)c1ccccc1 (stereo not given)
  /	/	/	/	i	28.1	0.9	3.3	1.7	11.4	4.8%	i	-27.5	1.0%	/	/
O=S(=O)(c1cc(Cl)ccc1Br)N1CCCCC1
  0.2	907	-15.7	756	i	38.5	1	2.0	1.7	3.2	18.9%	i	2.4	16.1%	1.06	1323
O=C1CCCC2=C1C(c1cccs1)CC(=O)N2c1ccc(F)cc1 (stereo not given)
  -0.9	1143	6.0	651	i	47.5	1.2	2.7	2.0	10.5	0.4%	i	-6.5	-1.2%	-0.81	1214
C=C(C)C(=O)Nc1cccc(C(C)=O)c1
  /	/	-19.4	761	i	38.7	1.1	1.7	2.2	5.7	-12.6%	i	-10.1	-9.4%	0.64	893
CCOC(=O)C1=C(N)OC2=C(C(=O)CC(C)(C)C2)C1c1ccoc1 (stereo not given)
  -0.1	1042	-10.5	704	i	25.7	1	3.8	2.6	7.8	10.1%	i	-5.4	5.1%	1.07	1628
CCC(=O)N1CCN(c2ccc(Cl)cc2NC(=O)Cc2ccccc2)CC1
  -0.1	1081	-23.8	685	i	3.7	1	2.4	1.8	2.3	0.1%	i	4.3	-1.4%	/	/
Cc1cnc([N+](=O)[O-])n1CCOC(=O)NC(=O)c1cccc(F)c1
  2.8	1135	-3.3	708	i	22.5	1	2.3	2.8	9.0	-7.5%	i	-14.2	-1.7%	-0.26	1088
CC(=O)c1ccc(-c2ccc(C(=O)NC3CCCCCC3)o2)cc1
  -0.8	1042	2.5	686	i	36.3	1	2.1	2.8	5.5	-6.3%	i	24.0	2.6%	0.22	1337
CCC1CCCCN1CCCNC(=O)CCCOc1cc(=O)n(C)c2ccccc12 (stereo not given)
  -5.0	1048	4.7	655	i	60.4	1	2.1	3.0	9.3	-5.3%	i	20.3	-4.7%	-0.7	1314
FC(F)(F)c1nc2ncc(Cl)cc2[nH]1
  -0.3	1178	10.3	746	i	8.6	1.1	2.4	0.7	4.0	1.3%	i	5.1	-11.0%	-0.63	1132
CCCNC(=O)NC(C)C12CC3CC(CC(C3)C1)C2 (stereo not given)
  /	/	10.9	839	/	/	1.1	2.6	2.0	5.4	3.7%	i	3.2	1.3%	/	/
Fc1ccccc1CNC(=S)Nc1ccc(Cl)cc1
  -0.3	1083	2.2	689	i	44.2	1.8	5.3	2.6	9.3	8.7%	i	-0.1	-2.5%	-0.4	1421
CC(=O)N(c1ccccc1)C1SC(=O)N(c2ccccc2)C1=O (stereo not given)
  -5.3	893	/	/	i	8.4	0.6	3.6	3.5	4.6	8.6%	i	15.1	8.4%	0.23	1154
O=C(CN1CCN(Cc2ccccc2)CC1)NCCNc1ccc([N+](=O)[O-])cn1
  3.4	1101	-24.9	693	i	40.9	1.1	4.3	1.2	1.5	17.4%	i	7.8	36.7%	0.03	1173
Cc1ccc(-n2c(SCC(=O)OC(C)C)nnc2-c2cnccn2)cc1
  -0.9	1179	/	/	i	36.3	1.1	3.8	2.2	14.2	1.4%	i	-37.0	9.3%	-0.07	1260
CCCNC(=O)c1ccccc1NC(=O)c1ccccc1SC
  -0.3	1331	-8.1	727	i	35.4	1	4.5	1.9	22.3	0.3%	i	1.0	0.7%	0.26	1381
COc1cc(CN2CC(=O)N(c3ccc(C)cc3)C2=S)cc(OC)c1OC
  -2.2	1062	5.4	624	i	3.5	1.1	2.4	2.8	0.7	5.0%	i	14.1	4.9%	0.57	1448
